VP16 counter: VP16 counterscreen qHTS for inhibitors of ROR gamma transcriptional activity. Drosophila S2 Gal4-VP16 UAS-luciferase, luminescence, 20 h. Potency, µM (doses to about 53.6 µM), without a hit: at the highest dose activity, negative = inhibition, actives largely listed as inhibitors. actives 3.5% (n = 310,000). AID 2546, 2010;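 further: Gal4-VP16 expression switched on by copper sulfate through the metallothionein promoter; potency means the concentration at half of the fitted maximal effect; on the % scale 0 is the no-effect control and ±100 the full control effect; nearly all actives have a fitted effect of over 50% in size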
MBNL1-CUG inh: qHTS Assay for Inhibitors of MBNL1-poly(CUG) RNA binding | TR-FRET MBNL1-His/biotin-(CUG)12 binding, 665/545 ratio | Potency, µM (top dose mostly 57.5 µM), without a hit: top-dose activity change, negative = inhibition, hits mostly inhibitors | actives 0.036% (n = 280,000); active means well fitted inhibition curve with a large enough effect in the signal ratio, with a control signal flat, not every such curve was filed as active; inconclusive means small, poorly fitted or top-dose-only effect, or effect the other way, or a change in a side signal; inactive means no such curve, though single readings can be large or run the other way; the % refers to the signal ratio; further: potency means the concentration at half of the fitted maximal effect; on the % scale 0 is the no-effect control and ±100 the full control effect
Target sequence (Q9NR56 whole entry, looked up): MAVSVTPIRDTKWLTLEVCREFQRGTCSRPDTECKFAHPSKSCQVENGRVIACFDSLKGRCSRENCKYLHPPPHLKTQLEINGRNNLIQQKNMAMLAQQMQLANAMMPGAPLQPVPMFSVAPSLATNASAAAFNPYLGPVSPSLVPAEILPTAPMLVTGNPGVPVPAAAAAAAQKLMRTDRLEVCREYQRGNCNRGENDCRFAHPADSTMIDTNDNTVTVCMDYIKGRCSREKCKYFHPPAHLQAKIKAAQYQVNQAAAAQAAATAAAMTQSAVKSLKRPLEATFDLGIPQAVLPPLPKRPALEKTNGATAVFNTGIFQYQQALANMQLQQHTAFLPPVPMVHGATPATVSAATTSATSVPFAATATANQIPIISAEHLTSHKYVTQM
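TR-FRET between His-tagged MBNL1 and biotin-(CUG)12 RNA, detected with Tb anti-His antibody (0.055 ng/ul) and streptavidin-XL665 (5 nM), 60 min at room temperature. Compounds titrated 92 nM to 58 uM; 665/545 nm ratio normalized to buffer and complex controls.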
Mito fusion yeast: qHTS Assay for Small Molecule Inhibitors of Mitochondrial Division or Activators of Mitochondrial Fusion. Potency, µM (highest dose often 46.1 µM), inactives show at the highest dose growth rescue (activation), hits mostly activators. AID 485298, 2010. actives 0.23% (n = 320,000). S. cerevisiae fusion-defective mutant growth rescue, CellTiterGlo 48 h;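 further: potency means the concentration at half of the fitted maximal effect; % of control where 0% means no effect; nearly all actives have a fitted effect of over 45% in size; temperature-sensitive fusion mutants such as fzo1-1 at 37 °C on non-fermentable ethanol glycerol medium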
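Growth-rescue viability read-out: after 48 h at the non-permissive 37C in glycerol/ethanol YPEG, yeast mitochondrial fusion mutants are measured by CellTiterGlo luminescence; compounds (23 nl pinned per well) restoring growth score as division inhibitors or fusion activators.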
Rab9 prom act: qHTS Assay for Rab9 Promoter Activators. Huh7 Rab9 promoter-luciferase reporter, luminescence, 24 h. Potency, µM (top dose mostly 9.22 µM), inactives show at the highest dose activation, negative = inhibition, most hits filed as activators. actives 2.8% (n = 320,000); further: potency means the concentration at half of the fitted maximal effect; % of control where 0% means no effect; nearly all actives have a fitted effect of over 60% in size
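Huh7 cells stably carrying a Rab9 promoter-luciferase reporter, 1500 cells per well in OP-MEM I with 10% FBS, treated with compound 24 hours at 37C. Luciferase activity read by luminescence after 10 minutes with Amplite reagent.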
NPC1 promoter act: qHTS Assay for NPC1 Promoter Activators; Huh7 NPC1 promoter luciferase reporter, 24 h; actives 2.4% (n = 320,000); Potency, µM (top dose mostly 9.22 µM), without a hit: at the top dose activation, hits mostly activators; AID 485313, 2010;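 further: potency means the concentration at half of the fitted maximal effect; % of control where 0% means no effect; nearly all actives have a fitted effect of over 60% in size; reporter is driven by a mutant NPC1 promoter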
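Stable NPC1-promoter luciferase Huh7 line; cpd (DMSO) 24 h, 37 °C, 5% CO2; Amplite luciferase reagent 10 min RT; luminescence readout. qHTS format.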
PKM2 activator: qHTS Assay for Activators of Human Muscle isoform 2 Pyruvate Kinase; Pyruvate kinase PKM (Homo sapiens), P14618; purified PKM2, Kinase-Glo ATP luminescence, activation; response scale: 0% is enzyme alone, no compound; Potency, µM (series often up to 57.5 µM), without a hit: at the highest dose activation, actives largely listed as activators; actives 0.34% (n = 260,000); AID 1631, 2009; further: potency means the concentration at half of the fitted maximal effect; on the % scale 0 is the no-effect control and ±100 the full control effect; nearly all actives have a fitted effect of over 55% in size
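Kinase-Glo luminescence reports ATP generated from ADP (0.1 mM) and PEP (0.5 mM) by purified hPK-M2 after 1 h at room temperature, pH 7.2 imidazole buffer; intermediate enzyme activity allows detecting inhibitors and activators.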
ELG1 DNA repair: qHTS screen for small molecules that inhibit ELG1-dependent DNA repair in human embryonic kidney (HEK293T) cells expressing luciferase-tagged ELG1. actives 2.3% (n = 330,000). HEK293T ELG1-luciferase reporter, luminescence, 16 h; DNA damage induced by 5-fluorouridine. Potency, µM (doses to about 46.1 µM), for inactives: at the highest dose activity change, negative = inhibition, most hits filed as inhibitors; further: potency means the concentration at half of the fitted maximal effect; on the % scale 0 is the no-effect control and ±100 the full control effect; nearly all actives have a fitted effect of over 55% in size
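Step one: seed 2,000 cells per well. Step two: pin-transfer compound or DMSO alongside 5-fluorouridine. Step three: incubate 16 hr, 37 °C, 5% CO2. Step four: add ONE-Glo, wait 30 min, read luminescence.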
FLuc modulator: qHTS profiling assay for firefly luciferase inhibitor/activator using purifed enzyme and Km concentrations of substrates (counterscreen for miR-21 project) | Luciferin 4-monooxygenase (Photinus pyralis), P08659 | purified FLuc, Km substrates, luminescence inhibition | Potency, µM (doses to about 57.5 µM), without a hit: at the top dose activity change, negative = inhibition, actives largely listed as inhibitors | actives 6.9% (n = 360,000);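 further: potency means the concentration at half of the fitted maximal effect; plate controls were vehicle for no effect and reference inhibitor for full effect; nearly all actives have a fitted effect of over 55% in size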
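Purified P. pyralis luciferase (10nM final) with 10uM D-luciferin and 10uM ATP (Km levels) in 50mM Tris acetate pH 7.5, 10mM Mg acetate, 0.01% Tween-20, 0.05% BSA; qHTS 6-point titration, ~60 µM downward; luminescence read.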
Menin MLL FP TR: qHTS Assay for Inhibitors Targeting the Menin-MLL Interaction in MLL Related Leukemias: Competition With Texas Red Labeled MLL-derived Mutant Peptide; actives 0.23% (n = 270,000); Menin + Texas Red MLL mutant peptide, fluorescence polarization; Potency, µM (titrated, usually from 61.6 µM), inactives show at the highest dose FP activity change, negative = inhibition, hits mostly inhibitors; O00255; active means well fitted inhibition curve with a large enough effect in the polarisation, with a control signal flat, not every such curve was filed as active; inconclusive means small, poorly fitted or top-dose-only effect, or effect the other way, or a change in a side signal; inactive means no such curve, though single readings can be large or run the other way; the % refers to the polarisation; further: potency means the concentration at half of the fitted maximal effect; % of control where 0% means no effect; many of its hits are not listed in these tables
Target sequence (O00255 whole entry, looked up): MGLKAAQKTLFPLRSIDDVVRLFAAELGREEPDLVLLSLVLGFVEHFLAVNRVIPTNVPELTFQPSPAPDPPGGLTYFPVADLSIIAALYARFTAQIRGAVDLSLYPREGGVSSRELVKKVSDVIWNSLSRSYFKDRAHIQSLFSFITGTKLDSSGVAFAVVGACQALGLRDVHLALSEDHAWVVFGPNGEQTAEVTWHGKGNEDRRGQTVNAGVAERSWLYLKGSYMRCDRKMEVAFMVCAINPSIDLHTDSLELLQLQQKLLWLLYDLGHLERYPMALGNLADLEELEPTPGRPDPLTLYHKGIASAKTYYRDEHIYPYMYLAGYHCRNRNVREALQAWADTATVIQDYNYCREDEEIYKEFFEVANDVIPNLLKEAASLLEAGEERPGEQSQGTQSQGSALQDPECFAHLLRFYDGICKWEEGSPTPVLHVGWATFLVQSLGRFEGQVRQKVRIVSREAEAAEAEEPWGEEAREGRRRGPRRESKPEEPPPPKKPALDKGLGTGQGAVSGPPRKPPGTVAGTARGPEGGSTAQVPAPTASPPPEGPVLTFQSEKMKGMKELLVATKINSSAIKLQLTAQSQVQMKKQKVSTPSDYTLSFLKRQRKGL
RORg inh: qHTS for inhibitors of ROR gamma transcriptional activity; Drosophila S2 Gal4-RORgamma UAS-luciferase reporter, 20 h; Nuclear receptor ROR-gamma (Mus musculus), P51450; Potency, µM (series often up to 53.6 µM), inactives show top-dose activity change, negative = inhibition, most hits filed as inhibitors; actives 5.4% (n = 310,000); further: potency means the concentration at half of the fitted maximal effect; on the % scale 0 is the no-effect control and ±100 the full control effect; nearly all actives have a fitted effect of over 60% in size
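Compounds are pin-transferred onto Drosophila Schneider cells expressing a copper-inducible Gal4–ROR gamma transactivation domain fusion. After 1 hr, copper sulfate is added to 700 uM final; luciferase is read 20 hr later.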
KCNH2 3.1 inh: qHTS for Inhibitors of KCHN2 3.1: Mutant qHTS. Potassium voltage-gated channel subfamily H member 2, brain isoform KCNH2 3.1 (human). AID 720553, 2013. actives 0.95% (n = 340,000). U2OS KCNH2 3.1, thallium flux FluxOr; hits give low values. activity change, % (tested at about 1.8 µM);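 active means maximum activity change below -70%; inconclusive means maximum activity change from -70% to -50%; inactive means maximum activity change above -50%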;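 further: thallium influx rate constant from kinetic fluorescence after stimulation buffer; on the % scale 0 is the no-effect control and ±100 the full control effect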
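Channel expression came from 3.1 mutant virus (1.77 x 10^8 /mL) applied to suspended U2OS cells for 4 h. Flux was tracked with FluxOr dye plus Red40 quencher, and kinetic rate constants normalized to controls.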
An asterisk follows results filed as active; ? = inconclusive; . = not tested or not shown; [ ] = another dose, or the depositor's remark. Unless noted, the call rests on the fitted dose curve; in most records, active means well fitted curve in the direction sought with a large enough effect; inconclusive means small, poorly fitted or top-dose-only effect, or another doubt; inactive means no such curve, though single readings can be large; an effect the other way counts as inactive or inconclusive.

Each structure is followed by: KCNH2 3.1 inh | Menin MLL FP TR | PKM2 activator | ELG1 DNA repair | Rab9 prom act | FLuc modulator | VP16 counter | MBNL1-CUG inh | NPC1 promoter act | Mito fusion yeast | RORg inh
> COc1cccc(-c2cc(C(F)(F)F)nc(N3CCN(c4ccccc4)CC3)n2)c1
    7 | 25% | 5% | 1% | -6% | 2% | -4% | -2% | -10% | 0% | -3%
> Cc1cccc(OCCNC(=O)CCNS(=O)(=O)c2ccc3ccccc3c2)c1
    -8 | . | . | ? | -4% | . | . | . | -2% | 23% | .
> COc1ccc(/C(N)=N/OC(=O)C2CCC(=O)N2S(=O)(=O)c2ccc(C)cc2)cc1OC (stereo unspecified)
    -4 | -1% | -1% | -1% | -4% | -1% | 3% | . | 1% | 7% | -2%
> CCCCOC(=O)c1cccc(NC(=O)CC)c1
    18 | 12% | -5% | 19% | -1% | ? | 28% | -3% | -1% | 26% | ?
> COc1cc(NC(=O)CN2C(=O)NC(C)(CC(C)C)C2=O)cc(OC)c1 (stereo unspecified)
    2 | -8% | -1% | -6% | 0% | 0% | -13% | -3% | 1% | 2% | 0%
> O=C1Nc2ccccc2C12Nc1ccccc1S2 (stereo unspecified)
    . | ? | -1% | ? | 14% | 0%[2.3 µM] | ? | 13% | 3% | 2% | 10%
> O=C(CSc1nnc(-c2ccco2)n1CC1CCCO1)N1CCCCC1 (stereo unspecified)
    13 | -29% | 1% | 12% | 0% | 3% | -5%[0.365 µM] | -2% | -1% | -2% | 17%
> Cc1cc(NC(=O)COC(=O)C(C)Oc2ccc(Cl)cc2Cl)no1 (stereo unspecified)
    -9 | 30%[activator] | -1% | -5% | -2% | 3% | -2% | 4% | 1% | -23% | -6%
> O=C(CCN1C(=O)c2ccccc2C1=O)Nc1cc(F)ccc1F
    5 | 1% | 0% | 0% | -7% | -1% | 0% | 9% | -1% | 0% | 11%
> Cc1cccc(N(NC(=O)C(C)(C)O)C(=O)c2ccccc2)c1
    7 | 6% | 1% | -5% | 1% | 6% | -1% | 7% | -1% | -1% | -18%
> Cc1ccc2oc(=O)c3cnn(CC(=O)N4CCCCCC4)c3c2c1
    2 | 4% | 1% | 7% | -8% | 0% | ? | 13% | -4% | 1% | -32%
> CC12CCC(C(=O)NCc3ccc(Cl)cc3)(OC1=O)C2(C)C (stereo unspecified)
    -4 | 0% | -1% | 0% | -2% | 1% | 7% | -2% | 0% | 1% | 28%
> CCCc1cc(=O)[nH]c(SC(C)C(=O)N2c3ccccc3CC2C)n1 (stereo unspecified)
    ? | . | . | -1% | -3% | -2% | . | . | -1% | 4% | .
> CCOC(=O)N1CCN(C(=O)c2cn(CC)c3ccc(S(=O)(=O)N4CCCC4)cc3c2=O)CC1
    -12 | -9% | 0% | . | . | -1% | 10% | 8% | . | -6% | -1%
> O=S(=O)(c1cnc[nH]1)N1CCN(c2ccc(F)cc2)CC1
    10 | . | -10% | -7% | 3% | 0% | 0% | . | 3% | -3% | 0%
> Cc1cc(C)c(S(=O)(=O)N2CCOC2CNC(=O)C(=O)NCc2cccnc2)c(C)c1 (stereo unspecified)
    -3 | 2% | -1% | 11% | -3% | -22% | -3% | 4% | -3% | -1% | 30%
> CCn1cc(C2=NCCO2)c2ccccc21
    7 | 0% | 4% | 2% | 3% | 4% | -17% | -16% | -3% | -2% | 20µM*
> Cc1ccc(C(=O)NCCC2=CCCCC2)cc1S(=O)(=O)N1CCCCC1
    -9 | . | . | 27% | -3% | -14% | . | . | -1% | 8% | .
> CCOc1ccc(C(C)=O)cc1COC(=O)c1ccc2c(c1)NC(=O)CS2
    -15 | . | . | 16µM* | -4% | . | . | . | -6% | 25% | .
> CSc1nc(C)c2c(n1)N(c1ccc(C(F)(F)F)cc1)CC2
    0 | 15% | 3% | ? | -1% | 0% | 1% | 1% | -4% | 1% | -8%
> Oc1c(Cl)cc(Cl)cc1C=Nc1ccc(N2CCOCC2)cc1
    3 | -17% | . | -9% | 2% | ? | 0% | 1% | 2% | -13% | -19%
> COC(=O)c1ccc(Cn2nnc3ccccc3c2=O)o1
    -7 | -14% | -29% | 5% | -1% | 6% | 1% | -7% | -3% | -2% | -14%
> CCN(CC)S(=O)(=O)c1ccc(N2CCOCC2)c(NC(=O)CCOc2ccccc2)c1
    5 | . | -1% | ? | -1% | 4% | 7% | -9% | -4% | 0% | 7%
> CC(=O)/C(=N/Nc1cccc(Cl)c1)N1CCOCC1
    -13 | . | 2% | 11% | -1% | 3% | 1% | 6% | -5% | 2% | 0%
> CSCCNC(=O)c1cccc(Cl)c1
    -4 | 10% | -1% | 17% | -1% | 1% | -17%[10 µM] | -1% | -2% | 6% | 2%
> COCCN(C(=O)COC(=O)C1(C)CC1(Cl)Cl)c1c(N)n(Cc2ccccc2)c(=O)[nH]c1=O (stereo unspecified)
    -15 | . | -1% | -10% | 6% | 0% | -10% | 1% | 0% | -4% | -3%
> COc1ccccc1N(CC(O)CN1CCCC1)S(=O)(=O)c1ccccc1 (stereo unspecified)
    -9 | 3% | 0% | -4% | -1% | -1% | -9% | -3% | 2% | 3% | 9%
> CCCn1nnnc1NC(=O)COc1ccc(Br)cc1
    -4 | -15% | 1% | -6% | -10% | -9% | 7.1µM* | -2% | 1% | 0% | 2.5µM*
> Cc1ccccc1Cn1cc(S(=O)(=O)CC(=O)N2CCCCC2)c2ccccc21
    16 | -10% | 2% | 8% | 10% | 0% | 3% | 0% | -6% | -2% | -14%
> Cn1nc(-c2ccccc2)c(-c2nc(-c3ccccc3Cl)no2)c1Cl
    -44 | 4% | -1% | ? | 2% | -2% | -1% | -3% | -3% | 3% | -9%
> O=C(c1cccc(S(=O)(=O)N2CCOCC2)c1)N(Cc1nnc(-c2ccccc2Cl)o1)C1CC1
    31 | . | . | ? | -2% | ? | . | . | -4% | -3% | .
> COc1ccc(-c2nn(-c3ccccc3)cc2C(=O)N/N=C/c2ccc([N+](=O)[O-])o2)cc1
    -2 | ? | -5% | ? | -6% | -2% | 2%[10 µM] | 0% | -7% | -5% | -4%
> Nc1cc(Cl)nnc1Cl
    12 | 5% | -8% | 14% | -9% | -2% | 1% | -2% | 2% | 1% | 10%
> O=C(COC(=O)c1cnccn1)NCc1ccccc1
    -9 | 20% | 1% | 1% | -4% | 2% | -6% | -3% | 1% | 2% | 0%
> Cc1cccn2c(=O)c3cc(C(=O)NC4CCCC4)n(C)c3nc12
    -1 | -1% | . | -28% | -10% | -2% | -14% | 4% | -28% | 3% | 22%
> Cc1cccc(N2CCN(Cc3nc(-c4cccc(Cl)c4)oc3C)CC2)n1
    -6 | -18% | 8% | ? | -6% | -6% | 3% | 1% | -2% | -17% | -11%
> CC(C)CC1NC(=S)N(Cc2ccccc2)C1=O (stereo unspecified)
    -8 | -7% | -4% | -4% | -17% | -3% | -16% | -12% | -4% | 3% | ?
> CC1(C)CC(=O)CC(=Nc2ccc(C(=O)O)cc2)C1
    -5 | 1% | 0% | 10% | -3% | 4% | . | 3% | -2% | -5% | 4%[0.365 µM]
> Cc1ccc(OC(=O)c2cccnc2)cc1
    15 | -9% | -3% | -5% | -8% | ? | -1%[10 µM] | 1% | 1% | ? | -16%
> Cc1cc2c3c(c1C)C1(C(=O)N3C(C)(C)CC2C)C(C#N)=C(N)OC2=C1C(=O)CC(C)(C)C2 (stereo unspecified)
    12 | 9% | 0% | 0% | -8% | 0% | -3% | -5% | -4% | -5% | 1%

The list is partial (hit frequency here may not be typical).
